Efflux pump mplx: inhibitors of Candida antifungal efflux pumps expressed in yeast; S. cerevisiae Candida pump triplex, Nile Red efflux; actives 0.44% (n = 330,000); inhibition, % at 10 µM;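 active = plate passing quality check with inhibition over a set limit, or well fluorescence over plate mean plus 4 SD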;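 note: Nile Red retained in pooled yeast measured as flow cytometry median fluorescence; 0% = buffer negative control and 100% = Enniatin B positive control; higher means more Nile Red kept so more efflux inhibition; some compounds called inactive have numbers as strong as hits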
PREPL inh: human PREPL enzyme inhibition | Q4J6C6 | recombinant PREPL, fluorescence polarization activity-based probe | inhibition, % at 5.96 µM | actives 0.68% (n = 320,000); in the data active = inhibition above about 43%;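 note: 0% = enzyme with DMSO and 100% = wells lacking enzyme; many of its hits are not listed in these tables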
TPT1 inhibitor: C. albicans TPT1 enzyme inhibition | AID 1962 | recombinant caTPT1, FP RNA substrate dephosphorylation | inhibition, % at 5 µM | actives 0.81% (n = 300,000);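 active = inhibition above the mean of all tested compounds plus 3 SD, set per screening campaign, cut at about 24% in these data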;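 note: plate controls were DMSO alone for no effect and ferristatin control at 100 nM for full effect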
LYPLA2 inh: counter-screen for PME1 inhibitors: inhibitors of human LYPLA2; actives 0.38% (n = 320,000); recombinant LYPLA2, FP-Rh probe fluorescence polarization; inhibition, % at 5.9 µM;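 active = inhibition above the screen-wide mean plus 3 SD, limit set per campaign, cut at about 26% in these data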;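 note: 0% = LYPLA2 with DMSO and 100% = wells lacking LYPLA2 enzyme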
Target sequence (O95372 whole entry, looked up): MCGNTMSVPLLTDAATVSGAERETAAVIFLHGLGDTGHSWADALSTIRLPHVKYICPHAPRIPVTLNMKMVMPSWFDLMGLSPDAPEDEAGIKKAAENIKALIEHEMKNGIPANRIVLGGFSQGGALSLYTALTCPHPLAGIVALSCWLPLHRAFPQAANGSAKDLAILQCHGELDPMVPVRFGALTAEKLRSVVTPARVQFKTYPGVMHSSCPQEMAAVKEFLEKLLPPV
CTSL1 counter: blocks F. hepatica cathepsin L1 in PFM18AAP counter-screen. recombinant F. hepatica cathepsin L1, Z-Leu-Arg-MCA fluorescence. inhibition, % at 5.96 µM. actives 0.49% (n = 300,000);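 active = inhibition above the mean of all tested compounds plus 3 SD, set per screening campaign, cut at about 17% in these data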;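 note: 0% = plate median of test compound wells and 100% = 1 µM Z-Phe-Ala-diazomethylketone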
JMJD2C inh: human JMJD2C demethylase inhibition. Q9H3R0. GST-JMJD2C(1-420) H3K9me3 demethylation, DELFIA europium. inhibition, % at 2.35 µM. actives 0.069% (n = 330,000). AID 2099;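 active = more than half of a compound's replicate wells show inhibition beyond 50%, single wells judged on their own value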;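 note: signal counts dimethyl H3K9 product captured on neutravidin plate; 0% = median of DMSO wells and 100% = 0.3 times that DMSO median; strong numbers were not always called active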
Target sequence (Q9H3R0 1-420 limits assumed): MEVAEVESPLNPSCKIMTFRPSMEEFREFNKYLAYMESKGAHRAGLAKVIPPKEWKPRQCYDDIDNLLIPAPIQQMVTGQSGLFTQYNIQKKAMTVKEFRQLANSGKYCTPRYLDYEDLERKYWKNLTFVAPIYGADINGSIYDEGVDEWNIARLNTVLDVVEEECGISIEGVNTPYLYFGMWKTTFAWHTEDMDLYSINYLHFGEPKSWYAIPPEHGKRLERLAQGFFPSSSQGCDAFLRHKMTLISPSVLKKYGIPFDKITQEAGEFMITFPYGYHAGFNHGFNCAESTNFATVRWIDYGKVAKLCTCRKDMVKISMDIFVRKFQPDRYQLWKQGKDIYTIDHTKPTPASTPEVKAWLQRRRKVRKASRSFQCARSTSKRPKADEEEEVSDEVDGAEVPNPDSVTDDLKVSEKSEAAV
PP1 counter: counter-screen for PP5 inhibitors: inhibitors of human PP1-alpha | P62136 | purified PP1alpha, OMFP fluorescence | inhibition, % at 6.7 µM | actives 0.9% (n = 320,000) | AID 2235;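 active = inhibition above the mean inhibition of all tested compounds plus 3 SD, computed separately for each screening campaign, cut at about 15% in these data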
Target sequence (P62136 whole entry, looked up): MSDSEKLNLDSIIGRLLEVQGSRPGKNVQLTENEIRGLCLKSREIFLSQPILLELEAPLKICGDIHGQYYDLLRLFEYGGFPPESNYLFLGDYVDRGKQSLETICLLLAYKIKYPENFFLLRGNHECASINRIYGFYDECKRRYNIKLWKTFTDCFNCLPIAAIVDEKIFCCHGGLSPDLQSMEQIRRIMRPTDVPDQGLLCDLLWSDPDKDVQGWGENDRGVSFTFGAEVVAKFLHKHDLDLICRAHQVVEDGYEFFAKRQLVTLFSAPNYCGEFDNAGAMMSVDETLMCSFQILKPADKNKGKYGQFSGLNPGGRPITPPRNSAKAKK
PP5 inh: inhibitors of human protein phosphatase 5 (PP5); purified PP5c, OMFP substrate fluorescence; actives 0.18% (n = 320,000); inhibition, % at 6.7 µM;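 active = inhibition above the campaign's mean inhibition across all tested compounds plus 3 SD, cut at about 9.5% in these data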;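 note: 0% = DMSO only and 100% = 100 µM cantharidin control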
HCV core dimer: HCV core protein dimerization inhibition; inhibition, % at 5 µM; AID 1899; actives 0.33% (n = 300,000); TR-FRET GST/Flag-core106 dimerization, 1536-well;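 active = inhibition above the mean of all tested compounds plus 3 SD, set per screening campaign, cut at about 45% in these data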
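Assay system: Tagged HCV core106 pair (GST and Flag) | Buffer or medium: KF-containing HEPES buffer, pH 7.45, DTT, CHAPS, BSA | Also added: Eu donor and XL665 acceptor anti-tag antibodies | Dosing: One concentration, 5 µM, in 0.5% DMSO | Timing: 4 h at 22.5 °C | Technique: TR-FRET 671 and 617 nm emission | Repeats: Singlicate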
* = called active by the depositor; . = no result given.

SMILES	Efflux pump mplx	PREPL inh	TPT1 inhibitor	LYPLA2 inh	CTSL1 counter	JMJD2C inh	PP1 counter	PP5 inh	HCV core dimer
COc1cc2nc(N(C)C)nc(N)c2cc1OC	-0.1	1	-2	4	-4	18	7	1.4	-3
Cc1cccc(OCC(=O)N2CCN(C(=O)c3ccc([N+](=O)[O-])cc3)CC2)c1	-0.2	2	-2	-2	-1	-2	-4	-1.5	-8
COc1cc(OC)cc(C(=O)N[C@H](C(=O)NCc2ccco2)C(C)C)c1	0.3	9	-1	2	8	-28	0	-2.9	-2
Cc1nc2ccccn2c1C(=O)Nc1ccc(Cl)cc1	0.0	-3	1	6	-1	3	-1	1.8	3
Cc1ccc(N2CCN(/N=C/C(Cl)=C/c3ccccc3)CC2)cc1	0.1	5	-1	-10	1	0	-4	-2.5	2
Cc1ccccc1-c1nc(CN2CCC(C(=O)NCCCN3CCCC3)CC2)c(C)o1	-0.1	20	1	2	-5	.	1	2.9	-6
CC(=O)Nc1ccc(S(=O)(=O)N2CCN(C(=O)c3ncoc3-c3ccc(C)cc3)CC2)cc1	0.0	12	1	1	4	-9	4	1.9	-22
Nc1cccc(C(=O)OCC(=O)Nc2cccc3c2C(=O)c2ccccc2C3=O)c1	-0.1	13	-22	-1	1	-9	-1	-2.1	17
N#C/C(=C1\CCCN1)c1nc2ccccc2c(=O)[nH]1	0.0	-5	4	-2	0	7	0	0.4	-1
CCOc1ccc(C2C=C(c3ccccc3)Nc3ncnn32)cc1 (stereo not given)	-0.1	-46	-14	3	1	28	-2	-1.3	4
COc1ccc(NC(=O)Cn2nnc3ccccc32)c([N+](=O)[O-])c1	0.0	-11	0	-1	2	-31	1	0.3	0
CCCn1c(=O)[nH]c(=O)c2c1nc(-c1ccc(OC(F)F)cc1)n2CCN1CCOCC1	0.0	8	-2	-10	7	6	13	0.0	-6

Ordered by length of the SMILES (largest number first): part of the list above
SMILES	Efflux pump mplx	PREPL inh	TPT1 inhibitor	LYPLA2 inh	CTSL1 counter	JMJD2C inh	PP1 counter	PP5 inh	HCV core dimer
CC(=O)Nc1ccc(S(=O)(=O)N2CCN(C(=O)c3ncoc3-c3ccc(C)cc3)CC2)cc1	0.0	12	1	1	4	-9	4	1.9	-22
CCCn1c(=O)[nH]c(=O)c2c1nc(-c1ccc(OC(F)F)cc1)n2CCN1CCOCC1	0.0	8	-2	-10	7	6	13	0.0	-6
Cc1cccc(OCC(=O)N2CCN(C(=O)c3ccc([N+](=O)[O-])cc3)CC2)c1	-0.2	2	-2	-2	-1	-2	-4	-1.5	-8
Nc1cccc(C(=O)OCC(=O)Nc2cccc3c2C(=O)c2ccccc2C3=O)c1	-0.1	13	-22	-1	1	-9	-1	-2.1	17
Cc1ccccc1-c1nc(CN2CCC(C(=O)NCCCN3CCCC3)CC2)c(C)o1	-0.1	20	1	2	-5	.	1	2.9	-6
COc1cc(OC)cc(C(=O)N[C@H](C(=O)NCc2ccco2)C(C)C)c1	0.3	9	-1	2	8	-28	0	-2.9	-2
COc1ccc(NC(=O)Cn2nnc3ccccc32)c([N+](=O)[O-])c1	0.0	-11	0	-1	2	-31	1	0.3	0
Cc1ccc(N2CCN(/N=C/C(Cl)=C/c3ccccc3)CC2)cc1	0.1	5	-1	-10	1	0	-4	-2.5	2
N#C/C(=C1\CCCN1)c1nc2ccccc2c(=O)[nH]1	0.0	-5	4	-2	0	7	0	0.4	-1
Cc1nc2ccccn2c1C(=O)Nc1ccc(Cl)cc1	0.0	-3	1	6	-1	3	-1	1.8	3

New compounds follow
SMILES	Efflux pump mplx	PREPL inh	TPT1 inhibitor	LYPLA2 inh	CTSL1 counter	JMJD2C inh	PP1 counter	PP5 inh	HCV core dimer
CC(C)CNS(=O)(=O)c1ccc(S(=O)(=O)N2CCN(CCC#N)CC2)cc1	0.1	3	-2	-6	-1	10	0	2.6	-2
Cc1ccc(N2CCN(/N=C/c3ccccc3[N+](=O)[O-])CC2)cc1	0.1	12	1	3	0	-3	-4	2.1	-1
Cc1cccc(NC(=O)Cn2cnc3c(cnn3-c3ccc(F)cc3)c2=O)c1C	0.2	-3	0	-8	0	22	4	-1.6	2
COc1cccc(-c2nc(N3CCCC3)c3ccccc3n2)c1O	0.1	17	-1	-3	6	1	-1	2.1	2
CCOc1ccccc1N1CC(C(=O)Nc2cc(S(C)(=O)=O)ccc2Cl)CC1=O (stereo not given)	0.0	18	-1	0	0	-5	-1	0.7	-2
Cc1ccc(NC(=O)c2cccc3c2C(=O)N(C2CCCCC2)C3)c(C)c1	0.1	17	0	1	5	39	-2	-0.6	11
Cc1cc(NC(=O)CCN2CCN(CCO)CC2)ccc1Br	0.1	3	-1	-4	-3	5	3	0.8	1
CC(C)N(CCO)C(=O)C(c1ccccc1)c1ccccc1	0.1	-10	-3	-4	0	10	2	0.9	1
CN1CCN(S(=O)(=O)c2ccc(Br)c3nsnc23)CC1	0.1	-18	0	-1	-1	-6	-4	2.1	-2
COc1ccc(-n2c(SCC(=O)Nc3nccs3)nnc2-c2ccoc2C)cc1	-0.1	37	-1	0	3	-1	3	-0.6	6
Cc1cc(C)cc(C(=O)NC(=S)Nc2cccnc2)c1	0.0	-5	1	5	-3	7	-3	4.0	3
CC1CCN(C(=O)c2cc3ccccc3o2)CC1	0.0	12	10	5	7	4	-3	-0.6	-4
Cc1c(Br)c(C(F)(F)F)nn1CC(=O)N(C)C1CCCCC1	-0.2	-2	-1	-8	-1	6	1	0.9	7
Cc1ccc(S(=O)(=O)N2CCCC(C(=O)N3CCN(c4ccccc4)CC3)C2)cc1 (stereo not given)	-0.2	0	2	1	1	0	-4	0.3	3
CC(=O)c1ccc(-n2nnnc2SCC(=O)Nc2cccc(NC(=O)c3ccco3)c2)cc1	-0.1	-13	-5	-12	3	-7	-5	2.4	7
C=CCn1c(SCC(=O)c2cc(C)n(C)c2C)nnc1-c1ccncc1	0.0	0	-2	-1	1	4	-3	-1.8	-2
CN(Cc1ccccc1Br)C(=O)CSc1nnnn1C1CC1	0.0	5	.	1	.	-10	-4	-1.4	.
CCOc1ccc2nc(SCC(=O)Nc3cccc(S(=O)(=O)NC4=NCCCCC4)c3)[nH]c2c1	0.1	11	-1	0	-3	21	-3	0.6	4
Cc1cc2c(=O)[nH]c(Cc3ccccc3)nc2s1	-0.1	4	-1	-1	0	-5	1	-0.4	4
CCOc1ncccc1C(=O)OCc1ccc(C#N)cc1	-0.2	0	1	5	-1	3	-1	-1.8	-7
O=C(CSc1nnc(CNC(=O)C23CC4CC(CC(C4)C2)C3)n1-c1ccc(F)cc1)Nc1ccccc1	0.0	3	1	4	0	2	3	3.1	5
COc1cc(OC)cc(-c2nnc(SCc3c(F)cccc3Cl)o2)c1	-0.1	-4	-2	-6	0	0	0	3.5	4
Cc1csc(SCC(=O)Nc2sccc2C#N)n1	-0.2	1	6	-1	1	-6	-1	-1.4	24
CCOc1cc(C(=O)Nc2ccc3c(c2)OCO3)ccc1OC(F)F	-0.1	10	-3	5	6	3	-1	2.6	-6
O=C(CCl)NCc1c(Cl)cccc1-n1cccc1	-0.1	5	2	0	17*	-1	1	0.4	3
CN(C)c1ccc(CN(C(=O)C2COc3ccccc3O2)C2CCS(=O)(=O)C2)cc1 (stereo not given)	-0.1	36	1	-1	-2	8	-2	2.3	1
CCOC(=O)COc1ccc(-c2nnc(-c3ccccc3)o2)cc1	-0.1	1	-1	-1	1	8	7	0.6	-1
Cc1cc(NC(=O)c2ccccc2F)ncc1NC(=O)c1cccs1	-0.2	10	2	1	0	21	1	-0.1	6
O=C(CCn1nc(-c2ccccc2)ccc1=O)N1CCN(c2ccccc2)CC1	0.2	-18	3	-2	-3	-12	-4	2.1	6
CNc1nnc(-c2cc3ccccc3oc2=O)s1	0.1	-7	7	-2	-1	2	1	1.8	3
Cc1ccc(CN2CCNC(=O)C2CC(=O)NC2CCCCCC2)o1 (stereo not given)	0.0	-1	-1	0	-3	14	-5	5.1	0
Cn1ccc(C(=O)N/N=C/c2cccnc2)n1	0.0	10	0	-5	0	-9	-4	0.6	-16
Cc1cc(C)n(-c2cc(N3CCN(C(=O)c4ccccc4C)CC3)ccc2[N+](=O)[O-])n1	0.0	4	-4	-5	7	3	0	2.1	2
Cn1c(=O)n(C)c2cc(S(=O)(=O)N3CCCc4ccccc43)ccc21	0.2	3	2	4	3	0	-5	-0.6	0
CC(=O)Nc1ccc(S(=O)(=O)NNC(=O)COc2cc(C)ccc2C(C)C)cc1	0.4	21	0	-3	-9	-17	1	1.8	2
Cc1ccc(S(=O)(=O)N2C(=O)c3cccc4cccc2c34)cc1	0.0	-6	-1	-7	1	-11	-1	0.3	7
CCOc1cc(NC(=S)NCCCN2CCOCC2)c(OCC)cc1NC(=O)c1ccc(C)cc1	0.1	4	-1	7	2	-4	-1	0.3	-6
CCCCc1cc(=O)oc2cc(OCC(=O)NCc3ccccn3)ccc12	0.1	-5	2	7	-3	6	0	4.7	-1
CCCCS(=O)(=O)N1CCC(C(=O)NCC2CCCO2)CC1 (stereo not given)	0.3	8	-1	-3	-3	-7	1	6.0	-10
O=C(O)c1cnn2c1C(=O)N(Cc1cccs1)CC2	0.3	9	-2	-11	-5	-15	-2	-6.8	-57
CCOC(=O)C1(Cc2ccccc2C)CCCN(C(=O)c2ccccn2)C1 (stereo not given)	0.0	6	1	-3	5	1	-8	-4.0	-7
O=C(Cc1ccc(Cl)c(Cl)c1)N/N=C/c1cccnc1	0.0	-4	-1	-4	0	-12	0	2.1	3
CC(C)c1ccc(CN(C)CC(O)c2ccccc2)cc1 (stereo not given)	0.1	-24	21	0	-14	4	3	-0.1	-6
O=[N+]([O-])c1ccc2[nH]ncc2c1	0.1	4	-3	6	-2	8	0	0.1	-2
Cc1noc(C)c1S(=O)(=O)NC1CCN(Cc2ccccc2)CC1	0.0	0	0	2	1	26	-4	-1.5	-8
O=C(Nc1ccccc1C(=O)NCc1ccccc1)c1ccco1	0.0	-15	-2	-4	-2	2	-4	4.5	-12
COc1ccc(C2NN=C(c3ccc(C)cc3)S2)cc1OC (stereo not given)	-0.1	10	3	1	2	-1	1	-0.4	5
CCn1c(/C=C/Nc2ccccc2)[n+](CC)c2ccc(C(=O)OCC(F)(F)F)cc21	-0.4	31	-2	3	0	-1	1	-0.8	-5
O=c1c2ccccc2ncn1CCOCCOc1ccc([N+](=O)[O-])cc1	0.2	20	-2	-2	-10	5	3	-0.8	-1
Cc1ccc(NC(=O)CSc2ncccc2C(=O)Oc2cccc([N+](=O)[O-])c2)cc1Cl	-0.1	0	-4	0	2	1	-1	-0.7	6
O=c1c(-c2ccccc2)cnc2n1CCS2	0.0	-6	0	1	0	-11	0	-1.2	5

Screening results: PubChem, several laboratories

Only part of the results is shown, so the mix of outcomes need not match the whole.
